Source: PubChem BioAssay (Broad Institute)
FN deposit inh – inhibitors of fibronectin matrix deposition, primary screen, AH1F cells, Alexa488-fibronectin fluorescence, plate reader; AH1F fibroblasts, overnight; inhibition, % at 12.6 µM; 350,000 compounds, 0.086% hits;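 active = mean inhibition across replicates of 30% or more, regardless of how many single replicates reach that level; inconclusive = mean under 30% yet at least half of replicates reach 30%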;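 note: positive control wells lacked labelled fibronectin entirely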
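Assay system: AH1F fibroblast monolayer, labelled fibronectin deposition. Amount: 10000 cells per well. Also added: labelled fibronectin 24 nM. Compound: single-point pinned compound. Incubation: cell attachment 1 h, compound and FN exposure overnight. Detection: fluorescence after three HBSS washes, excitation 485 nm, emission 525 nm. Read-out: inhibition of fibronectin deposition signal.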
DENV2 CPE rescue – inhibitors of DENV2 cytopathic effect, primary screen, cell-based, plate reader, single concentration | CPE inhibition, % at 9.99 µM | 350,000 compounds, 1.7% hits | DENV2-infected cells, cytopathic effect rescue | AID 651640, 2012; in the data active = CPE inhibition above about 20%, passing the limit was not always enough; inconclusive = no clear call, values can overlap the other calls; tested in BHK-21 cells;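 note: 0% = median of neutral control wells and 100% = median of positive control wells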
miR122 inh – miR-122 Renilla sensor signal increase in Huh7, primary screen, miR-122 inhibitor project, cell-based, single point, plate reader. Huh7 miR-122 Renilla luciferase sensor, 48 h; neutral wells = 0, positive control = 100. activation (reporter increase), % at 12.5 µM. 340,000 compounds, 0.3% hits. AID 602342, 2012;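 active = mean replicate activation score at least 90 and every replicate individually at or above 90; inconclusive = only one of the two criteria met; inactive = neither criterion met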;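 note: higher luciferase means less miR-122 activity so hits act as miR-122 inhibitors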
EWS-Fli inh – EWS/Fli-driven NR0B1 reporter inhibitors, primary screen, A673 cells, NR0B1 luciferase, luminescence, MLPCN library. viability-normalised. inhibition, % at 12.6 µM. 350,000 compounds, 0.67% hits;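 active = mean inhibition of at least 50% after viability correction, with every replicate also passing that limit; inconclusive = mean reaches 50% but only one of two replicates passes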;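 note: firefly luciferase signal divided by Alamar Blue viability fluorescence both relative to DMSO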
PAX8 inh HTS – inhibitors of PAX8-driven TPO luciferase reporter, primary screen, RMG-I cells, single concentration; SteadyGlo, 24 h; inhibition, % at 12.6 µM; 360,000 compounds, 1.2% hits; AID 652154, 2013;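 active = mean replicate inhibition at least 60% with every replicate also reaching 60%; inconclusive = only one of the two criteria is met; inactive = mean below 60% and not all replicates reaching 60%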;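 note: luciferase light reporting Pax8 driven TPO promoter activity; plate controls were median of neutral control wells for no effect and mitoxantrone controls for full effect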
GSIS activator – GLuc luminescence reporter in INS-1E cells, primary screen for activators of glucose-dependent secretion of insulin | activation, % at 16.6 µM | 370,000 compounds, 0.61% hits | INS-1E GLuc reporter insulin secretion, 2-3 h;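 active = lowest replicate activation of at least 40%, so every replicate reaches that level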;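 note: 0% = median of neutral control wells and 100% = median of IBMX positive control wells; some compounds called inactive have numbers as strong as hits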
CFTR F508del cor – F508del CFTR correction, initial screen, CFBE line, single point | CFBE cells, YFP halide quenching; stimulated with forskolin plus potentiator P3; % fluorescence drop versus neutral controls | activity (quench increase), % at 7.58 µM | 350,000 compounds, 0.36% hits | AID 720511, 2013;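 active = mean added fluorescence quench of at least 8% versus neutral control, with both replicates also reaching 8%; inconclusive = only one of the mean or replicate conditions met; inactive = mean below 8% and not both replicates reaching 8%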;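 note: cells transiently co-express mutant CFTR-F508del with the halide-sensitive YFP; corrector assay measuring rescue of mutant channel to the surface after 24 h compound exposure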
An asterisk follows results filed as active; ? = inconclusive; / = no result given; & = joins results of further samples; [ ] = remark or other dose.

SMILES	FN deposit inh	DENV2 CPE rescue	miR122 inh	EWS-Fli inh	PAX8 inh HTS	GSIS activator	CFTR F508del cor
CO[C@H]1CN(C)C(=O)c2ccc(NC(C)=O)cc2OC[C@H](C)N(C(=O)CC2CC2)C[C@@H]1C	11	-2	/	/	/	1	-0.3
CC(C)(O[C@@H]1O[C@H](CO)[C@@H](O)[C@H](O)[C@H]1O)[C@@H]1CC=C(C(=O)O)CC1	-4	3	1	0	7	9	-0.9
CCOC(=O)c1ccc(-c2ccc(/C=N/NC(=O)CN(c3cccc(C)c3)S(C)(=O)=O)o2)cc1	8	0	/	-1	-16	7	/
COc1ccc(S(=O)(=O)N2CCN(C(=O)[C@H](Cc3ccccc3)NC(=O)c3ccco3)CC2)cc1	13	-1	2	11	9	/	-1.0
O=C(C[C@H]1CC[C@H]2NC[C@H](O)COC[C@@H]2O1)N1CCc2ccccc2C1	0	4	-3[16.7 µM]	14	-24	2	3.2
COc1ccc(CNC(=O)C2CCC(CNc3c(N4CCC(C)CC4)c(=O)c3=O)CC2)cc1 (stereo not drawn)	-12	5	-10	10	11	18	-0.2
OC(c1cc(F)cc(Cl)c1)c1ncc(-c2ccc(Cl)cc2)[nH]1 (stereo not drawn)	3	-9	7	6	-27	-56	2.4
CN(C(=O)c1ccc(NC(=O)Cc2cccc(NC(=O)C3CCN(C(=O)C4CCC4)CC3)c2)cc1)C1CCCC1	-6	-2	/	-5	-10	3	-1.5
Cc1ccc(S(=O)(=O)Nc2ccc3c(c2)C(=O)N([C@H](C)CO)C[C@H](C)[C@@H](CN(C)S(=O)(=O)c2cn(C)cn2)OCCCC[C@H](C)O3)cc1	2	39*	10[16.7 µM]	-5	-4	17	-0.1
CCN1CCN(c2ccc(NC(=O)c3cccc(F)c3)cc2Cl)CC1	5	5	7	-89	-75	-17	-0.9
COc1ccc(NC(=O)Nc2cccc3c2O[C@H](CN(C)Cc2ccc4c(c2)OCO4)[C@@H](C)CN([C@H](C)CO)C3=O)cc1	/	5	38[16.7 µM]	/	-12	-14	1.2
COc1ccc(NC2CCCN(C(=O)CCCn3cncn3)C2)cc1OC (stereo not drawn)	1	18	2	/	-27	1	-0.7
COc1ccccc1-c1cc(C(=O)NCc2ccccc2)no1	-1	/	-5	/	/	-9	/
Cc1cc(OCC(=O)Nc2ccc3c(c2)OCCO3)ccc1Cl	-2	/	1	/	/	7	/
COc1ccc(OC)c(/C=C2/Sc3ccccc3C2=O)c1	/	-4	/	-44	3	23	/
Cc1ccc(C)c(NC(=S)N2CCC(NC(=O)C3CCCCC3)CC2)c1	0	-1	-3	6	1	1	-0.4
CCOc1cc(/C=N/NC(=O)C2CCCC2)ccc1OC(C)C	/	3	5	/	-13	0	-2.8
COC(=O)c1cn(CCNC(=O)Nc2ccccc2)nn1	/	0	/	-17	1	/	-3.6
O=C(Oc1ccc(C(=S)N2CCOCC2)cc1Br)c1cc(Cl)ccc1Cl	-1	/	-1	/	-19	/	/
Cc1cccc(CS(=O)(=O)Cc2ccc(C(=O)NC3CCCC3)o2)c1	5	-4	1	/	3	-2	0.5

For convenience, part of the list above:
SMILES	FN deposit inh	DENV2 CPE rescue	miR122 inh	EWS-Fli inh	PAX8 inh HTS	GSIS activator	CFTR F508del cor
Cc1cc(OCC(=O)Nc2ccc3c(c2)OCCO3)ccc1Cl	-2	/	1	/	/	7	/
COc1ccc(OC)c(/C=C2/Sc3ccccc3C2=O)c1	/	-4	/	-44	3	23	/
Cc1ccc(C)c(NC(=S)N2CCC(NC(=O)C3CCCCC3)CC2)c1	0	-1	-3	6	1	1	-0.4
CCOc1cc(/C=N/NC(=O)C2CCCC2)ccc1OC(C)C	/	3	5	/	-13	0	-2.8
COC(=O)c1cn(CCNC(=O)Nc2ccccc2)nn1	/	0	/	-17	1	/	-3.6
O=C(Oc1ccc(C(=S)N2CCOCC2)cc1Br)c1cc(Cl)ccc1Cl	-1	/	-1	/	-19	/	/
Cc1cccc(CS(=O)(=O)Cc2ccc(C(=O)NC3CCCC3)o2)c1	5	-4	1	/	3	-2	0.5

Further results follow:
SMILES	FN deposit inh	DENV2 CPE rescue	miR122 inh	EWS-Fli inh	PAX8 inh HTS	GSIS activator	CFTR F508del cor
CCOC(=O)Nc1ccc2c(c1)C(=NO)c1ccccc1-2	1	-2	/	21	-83	0	1.6
N#Cc1cccc(-c2ccc(C3[C@H]4CNC[C@@H]3N4Cc3cccc(F)c3)cc2)c1 (stereo partly drawn)	-5&4	-1&-3	/	-5&-6	7&-3	2&11	1.1&-0.8
COc1ccc(N2CCN(c3cc(C(=O)NC4CCCCC4)ncn3)CC2)cc1OC	17	22*	-5	3	9	-5	1.8
CNC[C@@H]1OCCCC[C@H](C)Oc2ccc(NC(=O)c3ccncc3)cc2C(=O)N([C@@H](C)CO)C[C@H]1C	/	/	5[16.7 µM]	-9	-11	/	0.9
COC(=O)[C@@H]1[C@@H](CO)[C@@H]2Cn3c(ccc(C4=CCCCC4)c3=O)[C@@H]2N1Cc1cccnc1	/	-6	/	-1	-11	-3	-1.0
C[C@@H]1CN([C@@H](C)CO)C(=O)c2cc(NC(=O)Nc3ccc(F)cc3)ccc2O[C@H]1CN(C)Cc1ccc(Oc2ccccc2)cc1	/	18	2[16.7 µM]	6	/	-21	-0.2
COc1ccccc1NC(=O)c1c(Nc2ccccc2C)sc(C(=O)Nc2cccc(Cl)c2)c1N	3	-2	-3	26	26	1	/
CO[C@H]1CN(C)C(=O)c2cc(NC(=O)C3CCC3)ccc2OC[C@H](C)N(Cc2ccccn2)C[C@H]1C	-13	-12	/	0	16	0	-1.1
Cc1ccc(Cn2nnc3c(=O)[nH]c(C4CCCN(S(=O)(=O)c5ccc(F)cc5)C4)nc32)cc1 (stereo not drawn)	0	4	-3	4	5	-2	1.4
COc1ccc(CCNC(=O)C2CCCN2C(=O)Nc2ccc(F)cc2)cc1OC (stereo not drawn)	2	6	/	0	7	10	-0.9
Cc1ccc(C(=O)N/N=C\c2ccccc2[N+](=O)[O-])cn1	-13	-1	-13	-46	-134	10	1.7
Cc1ccc(/C=N/NC(=O)CNC(=O)COc2ccccc2)o1	-6	3	/	8	-19	3	/
Cc1nn(C)cc1C(C)NC(=O)c1cc(COc2c(F)cccc2F)on1 (stereo not drawn)	5	/	/	/	-4	17	/
C[C@@H]1CCCCO[C@@H](CN(C)C(=O)Nc2cccc3ccccc23)[C@@H](C)CN([C@H](C)CO)C(=O)c2cc(N(C)C)ccc2O1	/	/	0[16.7 µM]	3	5	-5	4.1
Cc1ccc(C(=O)NCCc2ccccc2)cc1S(=O)(=O)N1CCOCC1	4	-4	-8	-57	-107	-12	-1.8
CC(C)(C)NC(=O)CN1CCC(O)(c2ccccc2)CC1	/	0	-8	10	/	-1	0.2
COc1ccccc1/C=C1\SC(=O)N(CCC(=O)N(C)C2CCS(=O)(=O)C2)C1=O (stereo not drawn)	4	?	-2	-11	-12	-8	2.1
Cc1ccc(S(=O)(=O)Nc2ccccc2C(=O)N2CCN(C)CC2)cc1	-2	1	-5	0	6	5	0.0
O=c1[nH]cccc1-c1nc2ccccc2[nH]1	3	0	0	-68	-43	7	0.8
Cc1ccc(NC(=O)CS(=O)CC(=O)NCC2CCCO2)cc1 (stereo not drawn)	5	/	-16	/	-9	/	/
O=S(=O)(N[C@@H]1CC[C@@H](CCn2cc(-c3cccnc3)nn2)O[C@@H]1CO)c1ccc(Cl)cc1	-22	6	/	-4	-1	1	-2.0
COc1ccc(NS(=O)(=O)c2cccc(C(=O)NCCCN3CCCC3=O)c2)cc1	-1	?	/	1	7	20	-2.2
COc1ccc(CN(C(=O)CN2C(=O)c3ccccc3S2(=O)=O)C(C(=O)NCC2CCCO2)c2ccco2)cc1 (stereo not drawn)	-6	10	-15	-5	1	-24	1.9
O=C(Cn1nc(Cc2ccncc2)c2ccccc2c1=O)N1CCc2ccccc2C1	4	0	5	-1	21	0	0.8
COc1cc(C(C)=O)ccc1OCC(=O)Nc1ccccc1N1CCCCC1	1	-1	-7	6	1	-10	2.7
C[C@H]1COc2cccc(N3CCN(Cc4ccccc4F)CC3)c2S(=O)(=O)N1	6	2	/	-5	0	14	1.2
CCN1CCN(c2cc(C)c3cc(NC(=S)NCc4cccs4)ccc3n2)CC1	8	-3	18	-2	5	7	-7.8
COc1ccc(CN(C)C[C@H]2Oc3ccc(NS(=O)(=O)c4ccc(C)cc4)cc3CC(=O)N([C@@H](C)CO)C[C@H]2C)cc1	/	-5	37[16.7 µM]	2	-40	-6	-0.1
COc1ccc(S(=O)(=O)Nc2ccc3c(c2)C(=O)N([C@@H](C)CO)C[C@@H](C)[C@@H](CN(C)C(=O)Nc2ccc4c(c2)OCO4)OCCCC[C@H](C)O3)cc1	-7	10	5[16.7 µM]	-4	23	-42	-4.1
C[C@H](CO)N1C[C@H](C)[C@@H](CN(C)Cc2ccc(C(=O)Nc3ccccc3N)cc2)Oc2c(NC(=O)C3CCCCC3)cccc2C1=O	-4&-27	18	26	9	30	-32&-18	-1.7
CC(=O)c1cccc(NC(=O)N2CCCC(C(=O)c3cc(F)ccc3F)C2)c1 (stereo not drawn)	0	/	/	2	-2	4	-0.7
CC(=O)O/N=C(/C)c1ncc(C(F)(F)F)cc1N1CCOCC1	2	/	3	/	12	/	/
COCCn1c(SCC(=O)NC2CCCC2)nnc1C(C)C	0	1	-5	-7	-3	6	-3.6
COC(=O)C[C@H]1CC[C@@H]2[C@H](COc3ccc(NS(=O)(=O)c4ccc(C)cc4)cc3C(=O)N2C)O1	20	5	-5[16.7 µM]	1	7	-11	0.0
CSc1ccccc1NC(=S)N/N=C/c1cccn1Cc1ccc(F)cc1	1	4	/	10	9	-5	1.7
O=C(CN(C(=O)CNS(=O)(=O)c1ccc(F)cc1)c1ccccc1F)NCc1ccco1	-2	-3	/	10	12	4	0.3
CCCNC(=S)Nc1cccc(C(F)(F)F)c1	-4	/	/	/	-3	-10	/
O=C(O)c1ccccc1C(=O)Nc1ccc(-n2ccc(C(F)(F)F)n2)cc1	-9	-5	/	3	-3	8	-1.5
CN(C(=O)CSc1nnc(-c2ccco2)n1N)C1CCCCC1	-14	-4	-1	1	1	5	1.1
COc1ccc(S(=O)(=O)Nc2ccc3c(c2)CC(=O)N([C@@H](C)CO)C[C@@H](C)[C@H](CN(C)S(=O)(=O)c2cccs2)O3)cc1	-7	4	-5[16.7 µM]	2	-28	-18	0.7
CCc1ccc(-c2csc(-c3c[nH]c4ccccc34)n2)cc1	4	/	5	/	-143	12	/
O=C1C2C(C(=O)N1/N=C/c1ccc(N3CCCCC3)o1)C1C=CC2C12CC2 (stereo not drawn)	-12	/	3	15	-8	43	-0.9
